# PREPL inh: human PREPL enzyme inhibition | Q4J6C6 | inhibition, % at 5.96 µM | 320,000 tested, 0.68% active | recombinant PREPL, fluorescence polarization activity-based probe; in the data active means inhibition above about 43%;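 further: 0% = enzyme with DMSO and 100% = wells lacking enzyme; many of its hits are not listed in these tables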
# pPAFAH FP inh: inhibitors of human plasma PAF acetylhydrolase (pPAFAH). Q13093. recombinant pPAFAH, FP-rhodamine probe fluorescence polarization. inhibition, % at 3.39 µM. 330,000 tested, 1.5% active. AID 463082;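 active means inhibition above the mean inhibition across the screen plus 3 SD, cut at about 25% in these data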;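 further: inhibitors block binding of the rhodamine activity-based probe so polarization drops; 0% = enzyme with DMSO and 100% = wells lacking pPAFAH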
# Target sequence (Q13093 whole entry, looked up): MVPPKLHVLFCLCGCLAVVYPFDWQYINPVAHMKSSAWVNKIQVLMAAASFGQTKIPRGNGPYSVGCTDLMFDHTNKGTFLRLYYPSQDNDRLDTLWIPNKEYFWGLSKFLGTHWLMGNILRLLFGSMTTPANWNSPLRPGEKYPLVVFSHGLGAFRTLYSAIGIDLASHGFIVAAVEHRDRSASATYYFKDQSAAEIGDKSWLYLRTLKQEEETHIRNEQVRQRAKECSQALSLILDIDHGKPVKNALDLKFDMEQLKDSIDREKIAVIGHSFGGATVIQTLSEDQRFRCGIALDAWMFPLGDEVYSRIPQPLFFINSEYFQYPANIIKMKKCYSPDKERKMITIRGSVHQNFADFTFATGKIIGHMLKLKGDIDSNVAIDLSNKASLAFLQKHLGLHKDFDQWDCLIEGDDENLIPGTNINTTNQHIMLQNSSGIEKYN
# LYPLA2 inh: counter-screen for PME1 inhibitors: inhibitors of human LYPLA2; O95372; recombinant LYPLA2, FP-Rh probe fluorescence polarization; inhibition, % at 5.9 µM; 320,000 tested, 0.38% active;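 active means inhibition above the screen-wide mean plus 3 SD, limit set per campaign, cut at about 26% in these data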;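 further: 0% = LYPLA2 with DMSO and 100% = wells lacking LYPLA2 enzyme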
# Target sequence (O95372 whole entry, looked up): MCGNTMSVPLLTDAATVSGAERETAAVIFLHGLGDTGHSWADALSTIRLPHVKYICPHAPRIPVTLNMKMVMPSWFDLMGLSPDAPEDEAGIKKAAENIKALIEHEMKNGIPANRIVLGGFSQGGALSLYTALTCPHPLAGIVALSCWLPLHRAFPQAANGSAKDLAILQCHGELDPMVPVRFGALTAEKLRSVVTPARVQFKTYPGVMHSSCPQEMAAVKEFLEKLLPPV
# ZTA DNA inh: ZTA (EBV) inhibition in EBNA-1 counter-screen. P03206. ZTA-DNA binding, fluorescence polarization. inhibition, % at 11 µM. 320,000 tested, 0.15% active. AID 2234; in the data active means inhibition above about 33%
# PAFAH1B3 FP inh: PAFAH1B3 (human) inhibition; inhibition, % at 3.39 µM; 340,000 tested, 0.28% active; AID 492972; recombinant PAFAH1B3, FP-rhodamine probe, fluorescence polarization;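 active means inhibition above the screen-wide average of all tested compounds plus 3 SD, cut at about 25% in these data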;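 further: 0% = enzyme with DMSO only and 100% = wells lacking PAFAH1B3 protein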
# PAFAH1B2 inh: blocks human PAF acetylhydrolase 1b catalytic subunit 2 | P68402 | recombinant PAFAH1B2, FP-rhodamine activity probe, fluorescence polarization | inhibition, % at 3.39 µM | 340,000 tested, 1.2% active | AID 492953;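 active means inhibition above the mean of all tested compounds plus 3 SD, cut at about 24% in these data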;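 further: 0% = enzyme with DMSO and 100% = wells lacking PAFAH1B2; many of its hits are not listed in these tables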
# Target sequence (P68402 whole entry, looked up): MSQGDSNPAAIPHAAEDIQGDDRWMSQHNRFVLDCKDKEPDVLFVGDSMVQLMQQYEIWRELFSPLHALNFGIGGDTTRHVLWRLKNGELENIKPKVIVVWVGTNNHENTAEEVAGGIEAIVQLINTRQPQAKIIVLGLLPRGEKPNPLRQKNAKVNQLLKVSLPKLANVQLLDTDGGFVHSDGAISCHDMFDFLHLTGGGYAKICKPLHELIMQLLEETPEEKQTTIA
# PAFAH2 inh: PAFAH2 (human) inhibition; recombinant PAFAH2, FP-rhodamine activity probe, fluorescence polarization; inhibition, % at 3.39 µM; 340,000 tested, 0.99% active;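 active means inhibition above the mean over all tested compounds plus 3 SD, cut at about 30% in these data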;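 further: inhibitors block probe labeling of enzyme so polarization drops; 0% = enzyme with DMSO and 100% = wells lacking PAFAH2 protein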
# EBNA-1 inh: blocks EBNA-1 binding to DNA; EBNA-1 DNA binding, fluorescence polarization; inhibition, % at 14.8 µM; 300,000 tested, 0.34% active; in the data active means inhibition above about 28%
# LYPLA1 counter: blocks human lysophospholipase 1, a PME1 counter-screen | O75608 | recombinant LYPLA1, FP-Rh probe fluorescence polarization | inhibition, % at 5.9 µM | 320,000 tested, 0.16% active;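 active means inhibition above the mean of all tested compounds plus 3 SD, set per campaign, cut at about 14% in these data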;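 further: inhibitors block serine hydrolase probe labeling of LYPLA1 so polarization falls; 0% = enzyme with DMSO and 100% = wells lacking LYPLA1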
# The depositor's hits bear a star; nt = no result given. A portion of the library; rates above refer to the full screens.
Structure	PREPL inh	pPAFAH FP inh	LYPLA2 inh	ZTA DNA inh	PAFAH1B3 FP inh	PAFAH1B2 inh	PAFAH2 inh	EBNA-1 inh	LYPLA1 counter
NC(=O)CC(NC(=O)c1ccccc1)c1ccc(NC2CCCC2)c([N+](=O)[O-])c1 (configuration not stated)	6.1	2.9	4.3	-7.0	-12.6	0.6	-5.8	-0.5	-3.6
Cn1nc(C(=O)Nc2ccc3c(c2)OCCO3)c2ccccc2c1=O	10.7	4.4	1.3	-3.2	9.7	0.0	9.7	nt	-2.0
Cc1c(-n2cc(C(=O)O)c(=O)c3cc(F)c(N4CCCC4)c(F)c32)c(=O)n(-c2ccccc2)n1C	-4.8	3.2	9.3	2.8	5.3	2.5	-4.3	10.4	-3.3
CCS(=O)(=O)N1CCC(C(=O)Oc2ccc(C)c(C)c2)CC1	7.8	2.4	1.9	-4.3	2.5	5.0	-2.4	-8.0	-1.5
COc1ccccc1NC(=O)C1CCCN1S(=O)(=O)c1cccc2nsnc12 (configuration not stated)	-5.2	0.3	8.1	0.5	-4.7	-3.0	-0.8	3.0	3.2
CN(Cc1cccs1)C(=O)Cn1cnc2cc([N+](=O)[O-])ccc2c1=O	34.1	8.0	3.5	4.5	4.9	5.1	-1.6	1.1	2.2
COc1ccc(C)cc1NC(=O)C(Sc1nnnn1C)c1ccccc1 (configuration not stated)	-26.1	2.1	-1.5	1.6	10.2	-1.7	5.2	-9.4	2.2
COc1ccccc1C1CCN(c2ccc(CO)cc2[N+](=O)[O-])CC1	6.1	7.5	0.0	9.9	2.6	-1.0	-3.7	1.0	-0.7
COc1ccccc1NC(=O)CN1CCN(c2ccccc2OC)CC1	1.9	6.0	-8.8	-12.3	0.3	-1.0	1.3	0.5	-4.2
CC(C)=N/N=C(\c1cccc([N+](=O)[O-])c1)C12CN3CN(CN(C3)C1)C2	4.7	1.1	-4.4	-6.8	9.2	0.4	-9.4	1.0	-0.6
Cc1cccc(OCc2ccc(C(=O)N3CCOCC3)o2)c1	11.5	1.3	1.0	6.3	8.3	2.9	1.7	-19.5	-2.4
CCC1=NN(C(=O)Cc2ccc([N+](=O)[O-])cc2)C(O)(C(C)(C)C)C1 (configuration not stated)	-2.4	2.2	0.5	-4.4	2.8	2.4	6.8	-5.2	-5.8

# Some of these compounds in order of the PAFAH2 inh value, largest number first:
mol | PAFAH2 inh
CCC1=NN(C(=O)Cc2ccc([N+](=O)[O-])cc2)C(O)(C(C)(C)C)C1 (configuration not stated) | 6.8
COc1ccccc1NC(=O)C1CCCN1S(=O)(=O)c1cccc2nsnc12 (configuration not stated) | -0.8
CC(C)=N/N=C(\c1cccc([N+](=O)[O-])c1)C12CN3CN(CN(C3)C1)C2 | -9.4

# (further entries)
Structure	PREPL inh	pPAFAH FP inh	LYPLA2 inh	ZTA DNA inh	PAFAH1B3 FP inh	PAFAH1B2 inh	PAFAH2 inh	EBNA-1 inh	LYPLA1 counter
CC1(C)Cc2c(sc3nc(SCC(=O)NCc4ccco4)n(-c4ccccc4)c(=O)c23)CS1	-1.8	-1.6	-15.2	12.5	-0.2	2.9	21.8	-5.5	-5.2
COc1cc2c(cc1NC(=S)NC(=O)c1c(OC)cccc1OC)oc1ccccc12	-1.5	-1.6	-16.6	-10.6	-18.5	-12.1	-26.7	10.8	-11.8
Cc1ccc(NC(=O)N2CCN(C(=O)C3CCCO3)CC2)cc1 (configuration not stated)	4.2	1.0	0.5	-7.4	-2.7	-1.9	-5.6	-0.1	2.0
C[C@H](NC(=O)c1nc[nH]c1C(=O)N1CCc2ccccc2C1)C(=O)OCc1ccccc1	-3.8	20.9	-2.6	-0.3	10.7	7.8	-1.8	7.8	-2.0
COc1ccc(C(C(=O)NC2CCCC2)N2CCc3ccccc32)cc1 (configuration not stated)	13.1	2.8	7.0	1.2	3.1	8.7	-1.6	7.0	3.2
O=C(c1cc(C2CC2)on1)N1CCCC(N2CCN(c3ccc(F)cc3)CC2)C1 (configuration not stated)	3.8	-1.1	9.6	-28.1	-0.7	3.4	-3.8	-1.2	1.0
O=C(CSCc1cccs1)N1CCCC1	-4.0	-3.2	0.9	0.6	6.1	0.5	5.1	-8.2	-2.2
C/C(=N/NC(=O)CN1CCN(Cc2ccccc2Cl)CC1)c1ccco1	-1.4	7.0	6.2	-5.8	-3.3	0.1	0.2	-4.2	0.3
Cc1ccc(NCc2nnc(SCC(=O)Nc3cc(C)on3)n2C)cc1	21.3	0.5	-1.8	1.9	2.6	2.9	-9.4	4.0	-1.7
CCc1nnc(NS(=O)(=O)c2ccc(N/C=C(\C=O)c3nc4cc(Cl)ccc4o3)cc2)s1	1.5	18.8	29.3*	6.8	2.3	-1.1	10.2	14.8	-0.3
CC1(c2ccc(Cl)cc2Cl)NC(=O)N(CC(=O)Nc2cccnc2Cl)C1=O (configuration not stated)	-22.0	5.0	1.3	4.9	4.7	2.7	6.6	4.9	-1.2
N#Cc1ccc(CSc2ncccn2)cc1	5.6	-1.4	3.7	-10.8	-4.0	4.7	1.8	-4.9	-1.2
O=C(NCc1ccccc1)C(c1ccc(Cl)cc1)N(C(=O)c1csnn1)C1CC1 (configuration not stated)	-5.6	-3.0	-6.6	-13.8	6.4	4.5	-19.9	1.3	0.9
CCOC(=O)Cc1csc(N/N=C\c2cccc(Br)c2)n1	13.2	15.2	0.9	8.6	8.4	-2.6	-2.2	12.8	-4.3
O=C(COc1coc(CN2CCc3ccccc3C2)cc1=O)Nc1ccccc1F	2.0	1.8	4.4	1.1	-8.2	0.5	1.3	-11.6	2.1
O=C(c1c(F)cccc1F)N1CCCC(c2nc(-c3ccc(F)cc3)no2)C1 (configuration not stated)	-10.9	0.9	-2.3	7.7	-3.4	3.8	2.8	14.9	-1.7
COc1ccccc1C1CC(c2ccc(Cl)cc2Cl)Nc2nc(N)nn21 (configuration not stated)	39.8	-0.6	43.5*	2.4	3.8	11.7	11.7	-1.7	-1.0
Cc1ccc(Nc2nc(COC(=O)C3CC3)cs2)cc1	6.4	7.2	13.8	17.3	1.3	5.1	2.2	1.8	3.2
CCOC(=O)c1ccc(N(CC(=O)NC2CCCCC2)C(=O)CNC(=O)c2ccco2)cc1	15.9	6.6	3.0	-18.6	6.0	3.2	-5.4	-6.3	4.2
CN1CCN(C(=O)c2cc3c(C(F)(F)F)nn(C)c3s2)CC1	5.3	4.3	1.6	2.6	1.3	6.6	-4.4	-1.3	-0.2
COCCNC(=O)C(c1ccc(F)cc1)N(CCOC)C(=O)CCC(=O)Nc1nccs1 (configuration not stated)	7.8	-0.1	1.5	-1.9	8.5	0.5	-8.8	1.2	-0.3
C=CC[N@@+]12CC[C@]34c5ccccc5N5/C=C6\C7N(/C=C(\C53)[C@@H](C[C@@H]41)/C(=C/CO)C2)c1ccccc1[C@@]71CC[N@@+]2(CC=C)C/C(=C\CO)[C@@H]6C[C@@H]12 (some centres not stated)	41.4	-5.4	-1.6	-4.7	-6.2	-6.0	-4.5	11.8	-4.4
CCOC(=O)Cc1csc(NC(=S)NC(=O)C(C)(C)C)n1	3.1	1.5	-3.4	-15.1	2.2	1.6	-9.8	-9.6	4.5
Cc1ccc(NC(=O)CN(C)C(=O)c2cccc(S(=O)(=O)NCc3ccco3)c2)cc1	-2.1	9.8	-1.8	-8.2	0.1	-3.6	-2.7	nt	-3.6
Cn1c(=O)[nH]c(=O)c2c1nc(N1CCCCCC1)n2Cc1cccc2ccccc12	12.9	3.2	-0.3	2.3	3.3	5.3	5.2	4.7	2.4
Cc1ccc(CS(=O)Cc2ccc(C(=O)NCc3ccccc3Cl)o2)cc1 (configuration not stated)	2.0	6.3	10.9	20.8	-0.6	5.2	3.5	7.1	1.0
O=C(Cc1ccsc1)NCC(c1ccco1)N1CCCCC1 (configuration not stated)	9.2	-5.9	-8.9	2.6	4.2	6.7	-4.3	-2.1	-1.7
COc1ccc(S(=O)(=O)Nc2cccc3c2O[C@H](CN(C)S(=O)(=O)c2ccccc2)[C@@H](C)CN([C@H](C)CO)C3=O)cc1	4.7	1.6	nt	nt	-2.5	2.7	-3.5	nt	nt
Cc1cccc(Cn2ccc(N)n2)c1	-5.4	4.8	7.7	-7.8	-4.3	4.3	5.3	-6.0	5.7
CCc1cc(C(=O)N(Cc2ccccc2)c2c(N)n(CCOC)c(=O)[nH]c2=O)sc1C	-9.9	1.4	0.0	-8.5	7.3	-0.7	-2.8	-8.0	2.7
CC(Oc1ccc(C(C)(C)C)cc1)c1ccnc2nc(/N=C/N(C)C)nn12 (configuration not stated)	9.4	4.0	3.9	-7.2	2.8	1.1	3.0	6.5	0.3
Nc1cc(=O)[nH]c(SCC(=O)NNC(=O)Cc2ccccc2)n1	-4.7	0.6	1.4	17.1	5.3	-0.3	-2.8	2.4	1.1
COc1cc(/C=C/CO)ccc1O[C@@H]1O[C@H](CO)[C@@H](O)[C@H](O)[C@H]1O	6.4	6.6	3.1	6.2	-4.9	2.6	-2.5	3.4	-2.8
Cc1ccccc1NC(=O)COC(=O)c1cc(S(=O)(=O)N2CCOCC2)ccc1C	-2.4	2.1	6.9	19.2	3.7	2.7	11.4	nt	0.4
CC(=O)c1cccc(S(=O)(=O)Nc2cccc(S(=O)(=O)NC3=NCCC3)c2)c1	2.7	5.8	2.8	4.7	1.6	2.4	-0.7	3.8	0.6
CCOc1ccc(Br)cc1S(=O)(=O)Nc1ccc(C(=O)OCC(=O)Nc2ccc(C#N)cc2)cc1	-3.0	-11.8	-13.7	-3.4	-40.9	-14.3	36.1*	3.2	-15.2
CCOC(=O)N1CCN(C(=O)c2ccc3c(=O)n(Cc4ccccc4)c(=S)[nH]c3c2)CC1	-8.3	4.2	-0.8	2.3	-1.6	-1.1	-7.9	5.5	-3.0
Fc1ccc(-c2[nH]ncc2-c2nnnn2-c2ccccc2)c(F)c1	-6.3	-0.4	0.2	14.5	1.8	3.8	0.1	3.7	-3.1
CCOc1ccc(C2=CS/C(=C(\C#N)c3nnc4n3CCCCC4)N2CC)cc1	40.9	6.8	10.6	-11.1	6.7	6.1	7.9	-5.1	6.4
CCc1nnc(SCC(=O)Nc2ccc3ccccc3c2)n1N	15.6	0.7	nt	nt	1.2	-2.8	2.1	nt	nt
O=C(COc1ncnc2ccccc12)NCCc1ccccc1	3.4	0.5	-5.7	-14.2	3.6	2.8	5.2	-12.6	-0.3
O=C(c1cc2cc(F)ccc2[nH]1)N1CCN(c2ccc(F)cc2)CC1	18.5	6.7	-1.7	5.1	5.8	4.9	-0.4	8.3	-8.2
CCN1CCN(C(=S)Nc2cccc([N+](=O)[O-])c2)CC1	-4.5	5.0	5.5	6.4	5.1	1.7	-0.5	0.1	2.2
c1ccc(COc2ccc(OCCCCN3CCCCC3)cc2)cc1	7.2	-6.1	-13.8	8.7	-10.2	4.7	-0.2	-5.1	-2.9
Cc1noc(C)c1CSCC(=O)N(C)CC(=O)Nc1ccc(Cl)cc1	-9.4	-0.6	0.5	-4.9	-0.7	0.0	2.7	-4.3	0.8
COc1ccc(NC(=O)CSc2nnc(CNC(=O)COc3ccc(Cl)cc3)o2)cc1	-11.2	0.7	4.3	5.0	7.6	14.1	2.3	10.5	-5.9

# Assay outcomes as filed in PubChem BioAssay.
